From PubChem BioAssay
Growth percent in the NCI-60 one-dose screen (48 h, 10 µM unless noted): 100 = growth as untreated, 0 = no growth, -100 = all killed.
BT-549 = BT-549 breast cancer. actives 4.4% (n = 78,000)
MCF7 = MCF7 breast cancer; actives 6.3% (n = 82,000)
MALME-3M = MALME-3M melanoma; actives 5.8% (n = 78,000)
SK-MEL-2 = SK-MEL-2 melanoma. actives 4.7% (n = 77,000)
MDA-MB-231 = MDA-MB-231 breast cancer. AID 1794789. actives 5% (n = 81,000)
LOX IMVI = LOX IMVI melanoma. AID 1794757. actives 7.4% (n = 79,000)
T-47D = T-47D breast cancer; actives 5% (n = 79,000); AID 1794792
HS 578T = HS 578T breast cancer. actives 4.1% (n = 78,000)
* marks the source's active call; other numbers are inactive results; nt = no result given; & = joins results of further samples. The calls were made as follows: active = growth percent below 10; inactive = the rest.

SMILES	BT-549	MCF7	MALME-3M	SK-MEL-2	MDA-MB-231	LOX IMVI	T-47D	HS 578T
Cc1nnc2n1-c1ccc(Cl)cc1C(c1ccccc1)=NC2	102	98	nt	99	104	100	106	97
O=C(O)C(CO)NC(=O)C(Cl)(Cl)Cl (stereo not given)	99	96	102	91	109	104	91	nt
CC(=O)O[C@@H]1C=C2/C(=N/O)CC3C(CCC4(C)C3CC[C@@H]4OC(C)=O)C2(C)CC1 (stereo not given in full)	118	122	100	100	97	95	105	99
CN1CCN(C(=O)OC2c3nccnc3C(=O)N2c2ccc(Cl)cn2)CC1 (stereo not given)	100	nt	98	117	99	89	105	106
Cc1cccc(-c2nc3c(s2)CC[C@@]2(C)C3=CC[C@H]3[C@@H]4CC[C@H](O)[C@@]4(C)CC[C@@H]32)c1	87	88	110	100	99	77	67	68
Cc1c(O)c(CN(CC(C)Cl)CC(C)Cl)cc(CN(CC(C)Cl)CC(C)Cl)c1O (stereo not given)	94	60	105	88	98	88	108	101
C=C1C(=O)O[C@@H]2C[C@@H](C)[C@@H]3C=CC(=O)[C@@]3(C)[C@@H](O)[C@H]12	-85*	-4.1*	-77*	-24*	-63*	-97*	-58*	18
Cc1ccc(N2CCNCC2C)cc1 (stereo not given)	111	101	nt	103	102	98	123	100
Nc1nnns1	104	96	116	114	100	95	122	106
Cc1ccc(NC2=NCCS2)cc1Cl	102	89	101	94	98	94	98	109
C[N+](C)(C)c1ccccc1	101	101	132	104	104	96	96	103
CCCCOP(=S)(OCCCC)SC1(SC)SSC=C1CC(C)(C)C (stereo not given)	110	99	116	104	110	99	103	103
CC1(C)N=C(N)N=C(N)N1c1ccc(OCC(=O)Nc2ccc(S(=O)(=O)F)cc2Cl)c(Cl)c1	62	27	88	69	77	28	80	75
CO[C@H]1CC[C@@]2(C)C(=CC[C@H]3[C@@H]4C[C@H](O)[C@H](OC)[C@@]4(C)CC[C@@H]32)C1	103	nt	101	105	101	90	93	109
c1ccc(CC(c2ccccc2)N2CCOCC2)cc1 (stereo not given)	90	94	102	93	102	97	89	99
CC1=C2C(=C[C@@](C)(COP(=O)(Oc3ccccc3)Oc3ccccc3)[C@@H]2O)C(=O)[C@@](C)(O)C12CC2	-2.5*	4.3*	-97*	-84*	-79*	-76*	-48*	-25*
COc1ccc(NC([Se])=NC23CC4CC(CC(C4)C2)C3)cc1	11	11	-18*	-8.1*	-44*	3.6*	-12*	-5.5*
Nc1ccc2c(c1)Cc1cc(Br)ccc1-2	nt	65	118	112	84	94	102	111
CC(C)=CCC/C(C)=C/CC/C(C)=C/CSCCCN(CCCN1CCN(C)CC1)P(=O)(OC(C)C)OC(C)C	98	94	116	117	96	73	94	nt
CCOP(N)(=S)OCC	111	94	106	108	103	106	100	96
CN1CCN(c2ncnc3cc[nH]c23)CC1	96	94	91	121	109	101	116	100
NC(=O)CCC(NC(=O)CF)C(=O)O (stereo not given)	99	106	100	104	104	108	100	106
Cc1cc(N(CCCl)CCCl)n2c(nc3ccccc32)c1C#N	98	77	97	nt	81	85	82	105
COc1cc2nc(Sc3nnc(N)s3)n(-c3ccccc3)c(=O)c2cc1OC	92	109	94	111	104	99	96	100
O=[N+]([O-])c1ccc(F)c([N+](=O)[O-])c1F	nt	102	96	94	113	102	97	103
COc1cc(C)c(OC)c2c1CCN(C)C2	96	94	97	93	92	98	98	106
COc1cc2cc(C(=O)N3C[C@@H](CCl)c4c3cc(OC(=O)N3CCN(C(=O)CCC(=O)N5CCN(C)CC5)[C@@H]5CSSC[C@@H]53)c3ccccc43)[nH]c2c(OC)c1OC	-81*	-92*	-99*	-83*	-94*	-100*	1.5*	-16*
CCOC(=O)C1=C(N)Oc2c(c(=O)oc3ccccc23)C1c1cc(=O)oc2ccc(OC)cc12 (stereo not given)	110	102	100	96	101	97	83	101
CCC(CC)CNC(=O)CCl	110	102	93	104	102	100	114	98
S=P(NC1CCCCC1)(NC1CCCCC1)NC1CCCCC1	109	97	113	114	115	102	100	99
O=C(/C=C/c1ccco1)c1nc2ccccc2n1Cc1ccc(Br)cc1	6.0*	2.7*	44	46	nt	nt	4.3*	nt
O=C(Oc1ccc(CCN2CCCCC2)cc1)c1ccc([N+](=O)[O-])cc1	98	91	102	110	99	105	95	112
OC(c1ccc(Cl)cc1)C(c1ccccc1)N1CCCCC1 (stereo not given)	102	99	103	80	99	90	nt	92
CCC(=O)C(CC(C)[N+](C)(C)C)(c1ccccc1)c1ccccc1 (stereo not given)	68	91	106	104	nt	97	nt	107
ClCCN(CCCl)c1ccc(/C=N\Nc2ncccn2)cc1	103	70	115	103	105	93	80	104
COc1cc(OC)c(/C=C/C(=O)c2nc3ccccc3n2Cc2ccc(F)cc2)c(OC)c1	78	56	105	104	nt	nt	62	nt
O=[N+]([O-])CC(c1cccs1)c1c(-c2ccccc2)[nH]c2ccccc12 (stereo not given)	86	97	83	79	79	81	56	87
CCN1C[C@]2(O)CC[C@H](OC)C34C1C(C[C@@H]32)[C@]1(O)C[C@H](OC)[C@@H]2C(=O)C(=O)[C@H]4[C@@H]21	93	100	100	108	103	99	96	94
CCCCNC(c1ccc(Cl)cc1)C(O)c1ccc(Cl)cc1 (stereo not given)	81	3.1*	40	63	5.7*	-76*	46	64
CCCCCCOC(=O)Cc1ccccc1	105	101	99	113	106	100	nt	95
C=CCC1(C(C)C)C(=O)NC(=S)NC1=O	103&112	94&99	89&114	111&105	93&111	95&105	111&115	95&115
COC(=O)CCC(=O)c1ccc(Cl)cc1	110	94	94	116	99	94	101	97
CC1(C)CC[C@]23CC[C@]4(C)[C@H](CC[C@@H]5[C@@]6(C)C[C@@]7(CC(C)(C)[C@@H]6CC[C@]54C)OO[C@](C)(C(F)(F)F)O7)[C@H]2[C@H]1OC3	100	91	92	107	81	96	97	93
CC(C)(C)N1CC1c1ccccc1 (stereo not given)	105	102	92	119	90	99	114	97
Cc1ccc(N2COOC3(OOC2)C2CC4CC(C2)CC3C4)cc1	96	78	110	104	112	-62*	83	109

By substructure: those above containing an NH in an aromatic ring
SMILES	BT-549	MCF7	MALME-3M	SK-MEL-2	MDA-MB-231	LOX IMVI	T-47D	HS 578T
CN1CCN(c2ncnc3cc[nH]c23)CC1	96	94	91	121	109	101	116	100
COc1cc2cc(C(=O)N3C[C@@H](CCl)c4c3cc(OC(=O)N3CCN(C(=O)CCC(=O)N5CCN(C)CC5)[C@@H]5CSSC[C@@H]53)c3ccccc43)[nH]c2c(OC)c1OC	-81*	-92*	-99*	-83*	-94*	-100*	1.5*	-16*
O=[N+]([O-])CC(c1cccs1)c1c(-c2ccccc2)[nH]c2ccccc12 (stereo not given)	86	97	83	79	79	81	56	87

Look-ups from the list:
CC1(C)CC[C@]23CC[C@]4(C)[C@H](CC[C@@H]5[C@@]6(C)C[C@@]7(CC(C)(C)[C@@H]6CC[C@]54C)OO[C@](C)(C(F)(F)F)O7)[C@H]2[C@H]1OC3 in MDA-MB-231: 81
CCCCCCOC(=O)Cc1ccccc1 in HS 578T: 95
O=C(Oc1ccc(CCN2CCCCC2)cc1)c1ccc([N+](=O)[O-])cc1 in SK-MEL-2: 110
O=[N+]([O-])CC(c1cccs1)c1c(-c2ccccc2)[nH]c2ccccc12 (stereo not given) in HS 578T: 87
ClCCN(CCCl)c1ccc(/C=N\Nc2ncccn2)cc1 in MDA-MB-231: 105
CC(C)(C)N1CC1c1ccccc1 (stereo not given) in T-47D: 114

Next section
SMILES	BT-549	MCF7	MALME-3M	SK-MEL-2	MDA-MB-231	LOX IMVI	T-47D	HS 578T
N#CN=C(N)N	127	99	111	96	102	99	90	122
COC(C(=O)C(O)C(C)O)C1Cc2cc3cc(OC4CC(OC(C)=O)C(OC5CC(O)C(OC)C(C)O5)C(C)O4)cc(O)c3c(O)c2C(=O)C1OC1CC(OC2CC(OC3CC(C)(O)C(OC(=O)C(C)C)C(C)O3)C(O)C(C)O2)C(O)C(C)O1 (stereo not given)	-75*	1.5*	-89*	-61*	-26*	2.0*	-24*	nt
O=C(Cc1cccc([N+](=O)[O-])c1)Nc1ccc(S(=O)(=O)F)cc1	96	81	110	94	93	96	79	103
NC1CN2CCC1CC2 (stereo not given)	95	91	105	100	98	97	91	101
c1ccc(CN2CCN(Cc3ccccc3)CC2)cc1	114	108	107	106	103	nt	105	121
N=C(N)NCCC[C@H](NC(=O)[C@H](CCCNC(=N)N)NC(=O)[C@H](CCCNC(=N)N)NC(=O)[C@H](CCC(N)=O)NC(=O)[C@H](CCCNC(=N)N)NC(=O)[C@H](CCCNC(=N)N)NC(=O)[C@H](CCCCN)NC(=O)[C@H](CCCCN)NC(=O)[C@H](CCCNC(=N)N)NC(=O)CNC(=O)[C@H](CCCNC(=N)N)NC(=O)[C@H](CCCCN)NC(=O)[C@@H]1CCCN1C(=O)Cc1ccc(O)cc1)C(N)=O	89	95	106	110	113	100	99	97
CCC(C)C(CC)C(=O)NC(N)=O (stereo not given)	88	104	110	112	114	101	99	91
N#CC(C#N)=Cc1ccc(Cl)cc1	95&99	94&99	98&109	98&112	95&114	93&98	94&99	121&111
CC(C)(C)C(=O)OCOP(=O)(NCc1ccccc1)C1CCCN(O)C1=O (stereo not given)	28	19	20	54	23	52	23	15
c1ccc(CCN2CCOCC2)cc1	nt	100	113	88	105	96	99	100
COC(=O)[C@H](Cc1ccccc1)NNC(=O)c1csc([C@@H](C[C@H](C(C)C)N(C)C(=O)[C@@H](NC(=O)[C@H]2CCCCN2C)C2CC2)OC(C)=O)n1	-0.5*	16	71	31	3.3*	14	38	9.5*
CC(=O)O[C@H](C[C@H](C(C)C)N(C)C(=O)[C@@H](NC(=O)[C@H]1CCCCN1C)C(C)C)c1nc(C(=O)N[C@@H](Cc2ccccc2)C[C@H](C)C(=O)O)c(C(C)C)s1	-23*	15	65	24	13	10	44	17
Cc1ccc(OP2(=O)Nc3cc(C)c(C)cc3S2)cc1 (stereo not given)	nt	86	nt	104	97	93	105	106
CN(C1=N[C@]23CC(=O)CC[C@]2(C)[C@H]2CC[C@]4(C)C(=O)CC[C@H]4[C@@H]2C[C@@H]3S1)c1ccccc1	85	83	77	118	103	90	113	87
CCCCNP(=O)(N1CC1CC)N1CC1CC (stereo not given)	112	107	118	102	96	100	106	98
NC(CSCc1ccc(N(CCCl)CCCl)cc1)C(=O)O (stereo not given)	102	76	92	99	100	88	104	nt
CCCCCCN1CC1	104	103	107	109	114	101	110	nt
N#CCCCCCCCCC#N	104	92	114	116	110	101	100	87
OCCCNCc1cccnc1	91	102	103	103	102	107	117	103
Cc1cc(N=Nc2ccccc2C)ccc1N	70	59	69	127	75	72	59	nt
O=C(CCN1CC1)OC1CCCCC1	103	101	110	123	115	95	107	98
COc1ccc(/C=C(/C)[N+](=O)[O-])cc1OC	60	4.8*	-52*	0.6*	29&11	-89*	-36*	nt
COc1cccc(NP2(=O)OCC(C)([N+](=O)[O-])CO2)c1 (stereo not given)	93	96	112	nt	107	92	92	104
CCN(CCCl)CCOC(c1ccccc1)c1ccccc1	102	104	102	96	110	93	99	104

This is a subset; rates above refer to the full screens.
